Sm TGR block: qHTS Assay for the Inhibitors of Schistosoma Mansoni Peroxiredoxins. purified TGR, DTNB reduction, TNB absorbance 405 nm. Potency, µM (titrated, usually from 114 µM), inactives show top-dose activity change, negative = inhibition, hits mostly inhibitors. actives 3% (n = 360,000). AID 485364, 2010; also: potency is read from the fitted curve at half-maximal effect; nearly all actives have a fitted effect of over 60% in size
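Kinetic colorimetric format: TGR-catalysed, NADPH-driven DTNB reduction monitored via TNB absorbance. Enzyme dispensed at 20 nM; compound exposure 15 min at room temperature before reaction start.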
AmpC inh detg: qHTS Inhibitors of AmpC Beta-Lactamase (assay with detergent) | P00811 | AmpC hydrolysis of nitrocefin, absorbance 480 nm, 0.01% Triton | Potency, µM (top dose mostly 114 µM), for the others: at the top dose activity change, negative = inhibition, usual class: inhibitors | actives 0.041% (n = 370,000);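 also: potency is read from the fitted curve at half-maximal effect; 0% = no-compound wells and -100% = no-enzyme wells; nearly all actives have a fitted effect of over 25% in size; some results filed as inactive show a strong effect at the top dose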
Target sequence (P00811 whole entry, looked up): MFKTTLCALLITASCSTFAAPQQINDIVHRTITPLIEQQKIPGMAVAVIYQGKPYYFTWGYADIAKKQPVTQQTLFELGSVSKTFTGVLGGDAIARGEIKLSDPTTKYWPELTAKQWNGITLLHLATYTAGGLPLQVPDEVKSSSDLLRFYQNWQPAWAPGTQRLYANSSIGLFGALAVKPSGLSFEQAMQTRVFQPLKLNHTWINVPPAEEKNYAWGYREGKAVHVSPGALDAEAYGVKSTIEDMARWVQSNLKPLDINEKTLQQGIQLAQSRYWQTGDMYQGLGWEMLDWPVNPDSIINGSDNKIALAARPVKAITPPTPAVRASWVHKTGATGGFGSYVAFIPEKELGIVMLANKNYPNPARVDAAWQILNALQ
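AmpC (5.3 nM in the dispensed reagent) in 20 mM phosphate pH 7.0 with 0.01% (detergent screen) or 0.0001% Triton X-100 was preincubated with compounds for 15 min at room temperature. Nitrocefin was then added from an 800 uM solution, and hydrolysis was followed at 480 nm.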
TbPYK inhibitor: qHTS of Trypanosoma Brucei Inhibitors; pyruvate kinase (Trypanosoma brucei), Q57TT1; TbPYK enzyme, Kinase-Glo Plus ATP luminescence, 45 min; Potency, µM (series often up to 76.8 µM), inactives show at the top dose activity, negative = inhibition, usual class: inhibitors; actives 0.12% (n = 410,000); also: potency is read from the fitted curve at half-maximal effect; nearly all actives have a fitted effect of over 50% in size
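Glycolytic pyruvate kinase of T. brucei was incubated with substrate, test compound and 130 uM ADP for 45 minutes at room temperature. Luminescent Kinase-Glo Plus signal was measured after 10 minutes.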
LmPK inh: qHTS Assay for Inhibitors of Leishmania Mexicana Pyruvate Kinase (LmPK); Q27686; purified LmPK, Kinase-Glo ATP luminescence, 1 h; Potency, µM (highest dose often 57.5 µM), inactives show at the top dose activity change, negative = inhibition, actives largely listed as inhibitors; actives 0.37% (n = 290,000); AID 1721, 2009; also: potency is read from the fitted curve at half-maximal effect
Target sequence (Q27686 whole entry, looked up): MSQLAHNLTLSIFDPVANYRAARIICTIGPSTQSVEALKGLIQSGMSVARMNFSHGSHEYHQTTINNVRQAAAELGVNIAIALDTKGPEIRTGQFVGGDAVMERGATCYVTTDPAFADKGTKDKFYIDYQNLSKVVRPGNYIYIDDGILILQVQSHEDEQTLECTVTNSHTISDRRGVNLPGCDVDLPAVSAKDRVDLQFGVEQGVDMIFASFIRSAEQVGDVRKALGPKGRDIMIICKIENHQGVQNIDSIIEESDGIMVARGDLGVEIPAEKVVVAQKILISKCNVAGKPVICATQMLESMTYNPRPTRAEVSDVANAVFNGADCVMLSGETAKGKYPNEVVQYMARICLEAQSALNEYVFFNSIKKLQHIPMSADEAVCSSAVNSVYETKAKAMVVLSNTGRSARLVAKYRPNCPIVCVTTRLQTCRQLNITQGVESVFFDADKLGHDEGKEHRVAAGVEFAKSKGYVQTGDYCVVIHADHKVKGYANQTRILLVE
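qHTS format; LmPK 0.1 nM; substrates PEP 0.5 mM and ADP 0.1 mM. One-hour room-temperature incubation, then coupled luciferase luminescence; 0.5 nM enzyme wells mark activation.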
AMA1 RON2 block: qHTS for Inhibitors of AMA1-RON; Towards Development of Antimalarial Drug Lead: Primary Screen; Plasmodium falciparum AMA1 (3D7) - RON2 peptide interaction; AlphaScreen AMA1-biotinylated RON2 peptide binding; Potency, µM (doses to about 58.2 µM), inactives show at the highest dose activity change, negative = inhibition, actives largely listed as inhibitors; AID 720542, 2013; actives 0.2% (n = 360,000);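 also: potency is read from the fitted curve at half-maximal effect; 0% = vehicle wells and -100% = peptide control; nearly all actives have a fitted effect of over 45% in size; some results filed as inactive show a strong effect at the top dose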
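AMA1 (3D7) with his tag at 25 nM final met compounds first, then biotinylated RON2 peptide at 25 nM; detection used donor plus acceptor beads, 10 µg/mL apiece, read by AlphaScreen after 30 min at room temperature.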
HCMV antiviral: qHTS Assay for inhibitors of the human cytomegalovirus (HCMV). actives 4.5% (n = 410,000). HFF cells, HCMV-luciferase reporter, 72 h; active compounds read low. activity change, negative = inhibition, % at 57.5 µM. AID 1259415, 2018; in the data active = activity change below about -60%; inconclusive = no clear call, values can overlap the other calls; inactive = above about -39%
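Screen run at 2 compound doses on HFFs infected with reporter HCMV, MOI 1 PFU/cell. Luciferase activity from cell lysates at 72 h post infection gave inhibition relative to buffer-only and Salinomycin wells.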
AmpC inh no detg: qHTS Inhibitors of AmpC Beta-Lactamase (assay without detergent); P00811; AmpC nitrocefin hydrolysis, absorbance 480 nm, 0.0001% Triton; Potency, µM (highest dose often 57.1 µM), for the others: top-dose activity change, negative = inhibition, hits mostly inhibitors; actives 0.52% (n = 330,000); AID 485341, 2010;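 also: potency is read from the fitted curve at half-maximal effect; plate controls were no compound for no effect and no enzyme for full effect; nearly all actives have a fitted effect of over 20% in size; some results filed as inactive show a strong effect at the top dose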
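AmpC (5.3 nM in the dispensed reagent) in 20 mM phosphate pH 7.0 with 0.01% (detergent screen) or 0.0001% Triton X-100 was preincubated with compounds for 15 min at room temperature. Nitrocefin was then added from an 800 uM solution, and hydrolysis was followed at 480 nm.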
* = called active by the depositor; ? = inconclusive; nt = not tested or not shown; [ ] = dose if it differs, or a comment. Unless noted, calls follow the shape of the dose curve; as a rule, active = well fitted curve in the direction sought with a large enough effect; inconclusive = small, poorly fitted or top-dose-only effect, or another doubt; inactive = no such curve, though single readings can be large; an effect the other way counts as inactive or inconclusive. Unless noted, % is scaled to controls: 0 for no effect and ±100 for the full control effect.

1) COc1ccc(C(C#N)c2ccc(Cl)nn2)cc1 (stereo not given)
2) CCCCNC(=O)Nc1cc(C)on1
3) COc1ccc(CCNC(=O)c2ccc3c(c2)N=C(C)c2ccccc2S3)cc1OC
4) CC1Sc2ccc(S(=O)(=O)CCC(=O)N3CCN(c4cccc(Cl)c4)CC3)cc2NC1=O (stereo not given)
5) CC1CC(C)CN(C(=O)COc2cccnc2[N+](=O)[O-])C1 (stereo not given)
6) CN(Cc1ccccc1)C(=O)Cn1cccc1C(=O)c1ccccc1

| entry no. | 1 | 2 | 3 | 4 | 5 | 6 |
| --- | --- | --- | --- | --- | --- | --- |
| Sm TGR block | -2% | 6% | 3% | -10% | nt | -13% |
| AmpC inh detg | -9% | -8% | 20% | 1% | nt | -9% |
| TbPYK inhibitor | -3% | -7% | 3% | 3% | -3% | -7% |
| LmPK inh | -10% | 5% | nt | 5% | nt | 6% |
| AMA1 RON2 block | 13% | -6% | nt | 10% | 5% | 9% |
| HCMV antiviral | 5 | 45 | -34 | -63* | -36 | 9 |
| AmpC inh no detg | -16% | 1% | nt | 2% | -3% | 17% |

7) COc1ccc(-c2nnc(SCCOc3cccc(C)c3)n2N)cc1
8) COc1cccc(C(=O)NCCNC(=O)c2ccccn2)c1
9) CCOC(=O)c1c(-c2ccccc2)csc1NC(=S)NC(=O)c1ccccc1
10) COc1ccc(Cl)cc1NC(=O)CN(C)C(=O)Cc1ccc2c(c1)CCC2
11) Cc1noc(C)c1COC(=O)c1ccc(-c2nc3ccccc3s2)s1
12) CC1CCCC(C)N1C(=O)COC(=O)/C=C/c1ccc(Br)o1 (stereo not given)

| entry no. | 7 | 8 | 9 | 10 | 11 | 12 |
| --- | --- | --- | --- | --- | --- | --- |
| Sm TGR block | 0% | 6% | 3% | -20% | -16% | nt |
| AmpC inh detg | ? | -6% | -1% | -1% | -3% | nt |
| TbPYK inhibitor | -5% | -5% | 0% | -1% | 0% | -20% |
| LmPK inh | -1% | 1% | 1% | 9% | 3% | nt |
| AMA1 RON2 block | 20% | 6% | 10% | 2% | 9% | -12% |
| HCMV antiviral | -11 | 31 | -35 | 9 | 50 | 0 |
| AmpC inh no detg | -18% | -18% | ? | 95%[activator] | -22% | -3% |

An excerpt of these results, with bars between the fields:
entry | molecule | Sm TGR block | AmpC inh detg | TbPYK inhibitor | LmPK inh | AMA1 RON2 block | HCMV antiviral | AmpC inh no detg
12 | CC1CCCC(C)N1C(=O)COC(=O)/C=C/c1ccc(Br)o1 (stereo not given) | nt | nt | -20% | nt | -12% | 0 | -3%
7 | COc1ccc(-c2nnc(SCCOc3cccc(C)c3)n2N)cc1 | 0% | ? | -5% | -1% | 20% | -11 | -18%
10 | COc1ccc(Cl)cc1NC(=O)CN(C)C(=O)Cc1ccc2c(c1)CCC2 | -20% | -1% | -1% | 9% | 2% | 9 | 95%[activator]
9 | CCOC(=O)c1c(-c2ccccc2)csc1NC(=S)NC(=O)c1ccccc1 | 3% | -1% | 0% | 1% | 10% | -35 | ?

(continued)
13) N/C(=N\OC(=O)c1ccc(Br)cc1)c1cccc([N+](=O)[O-])c1
14) COc1ccc(N/C(C)=C2/C(=O)C(=O)N(CCO)C2c2ccc(Br)cc2)cc1 (stereo not given)
15) O=C(/C=C/Nc1ccccc1C(=O)O)c1cccs1
16) COCCNC(=O)C1CC(=O)N(C2CCCC2)C1 (stereo not given)
17) CCS(=O)(=O)N1CCN(S(=O)(=O)c2ccc(S(=O)(=O)NC3CC3)cc2)CC1
18) Cc1cc(C)cc(CSc2nnc(C)c(=O)[nH]2)c1

| entry no. | 13 | 14 | 15 | 16 | 17 | 18 |
| --- | --- | --- | --- | --- | --- | --- |
| Sm TGR block | -7% | -25% | -4% | 13% | 2% | 0% |
| AmpC inh detg | ? | -16% | 1% | 1% | -8% | 2% |
| TbPYK inhibitor | 3% | -9% | -1% | -4% | 0% | 5% |
| LmPK inh | -8% | 1% | ? | -2% | 7% | 11% |
| AMA1 RON2 block | 0% | -7% | 23% | -2% | -11% | 8% |
| HCMV antiviral | 13 | -96* | 21 | 1 | 11 | 13 |
| AmpC inh no detg | -35% | 53% | -15% | -9% | 14% | -29% |

Four of the compounds above, with two lines to a compound.
Order of results – Sm TGR block	AmpC inh detg	TbPYK inhibitor	LmPK inh	AMA1 RON2 block	HCMV antiviral	AmpC inh no detg
13: N/C(=N\OC(=O)c1ccc(Br)cc1)c1cccc([N+](=O)[O-])c1
→ -7%	?	3%	-8%	0%	13	-35%
14: COc1ccc(N/C(C)=C2/C(=O)C(=O)N(CCO)C2c2ccc(Br)cc2)cc1 (stereo not given)
→ -25%	-16%	-9%	1%	-7%	-96*	53%
15: O=C(/C=C/Nc1ccccc1C(=O)O)c1cccs1
→ -4%	1%	-1%	?	23%	21	-15%
16: COCCNC(=O)C1CC(=O)N(C2CCCC2)C1 (stereo not given)
→ 13%	1%	-4%	-2%	-2%	1	-9%

Next structures
19) CCOC(=O)c1c(CN2CCOCC2)n(-c2ccccc2)c2cc(Br)c(O)cc12
20) O=C(COc1ccccc1[N+](=O)[O-])Nc1ccc2oc(=O)ccc2c1
21) CCN(CC)C(=O)Cn1cc(C(=O)C(=O)NCCc2c[nH]c3ccccc23)c2ccccc21
22) Cc1ccccc1-c1nc(S(=O)(=O)c2ccc(Br)cc2)c(NCc2cccnc2)o1
23) COc1ccc(CCn2c(C)cc(C(=O)CSc3nnnn3-c3ccccc3)c2C)cc1OC
24) COC(=O)CSc1nnc([C@H](CC(C)C)NC(=O)OC(C)(C)C)o1

| entry no. | 19 | 20 | 21 | 22 | 23 | 24 |
| --- | --- | --- | --- | --- | --- | --- |
| Sm TGR block | -2% | -23% | -17% | -10% | -24% | -10% |
| AmpC inh detg | -3% | -2% | -5% | 3% | ? | -5% |
| TbPYK inhibitor | nt | 1% | -6% | 1% | -1% | 1% |
| LmPK inh | 2% | -3% | 7% | 2% | -7% | 9% |
| AMA1 RON2 block | 4% | -6% | -14% | -7% | -7% | 4% |
| HCMV antiviral | ? | 8 | -31 | 10 | 38 | 58 |
| AmpC inh no detg | 119%[activator] | 12% | 12% | 7% | -11% | -1% |

25) CC1=C(C(=O)Nc2ccc(C(=O)NCCC(C)C)cc2)SCCO1
26) COC(=O)CN1C(=S)N(c2ccc(F)cc2)C(=O)C1CC(=O)Nc1ccc(OC)cc1 (stereo not given)
27) CCN1C(=O)C(CC(=O)Nc2ccc(OC)cc2)N(CCCN2CCN(c3ccc(F)cc3)CC2)C1=S (stereo not given)
28) Cc1nc(N2CCN(C)CC2)c2c3c(sc2n1)CCCC3
29) COc1ccccc1N1CCN(C(=O)CNC(=O)c2cn(-c3ccccc3OC)c(=O)c3ccccc23)CC1
30) COc1ccc(OC)c(CCNC(=O)c2ccc3c(c2)N(Cc2ccc(C)cc2)CCS3)c1

| entry no. | 25 | 26 | 27 | 28 | 29 | 30 |
| --- | --- | --- | --- | --- | --- | --- |
| Sm TGR block | 13% | -11% | 1% | 6% | -11% | -8% |
| AmpC inh detg | ? | 5% | -13% | 8% | -4% | -2% |
| TbPYK inhibitor | 0% | -3% | -1% | -1% | 1% | -4% |
| LmPK inh | -4% | -1% | 7% | 0% | -5% | nt |
| AMA1 RON2 block | -1% | ? | ? | -2% | 0% | nt |
| HCMV antiviral | 54 | 11 | -39 | -22 | -30 | -21 |
| AmpC inh no detg | 1% | 29% | 87%[activator] | 10% | 148%[activator] | nt |

31) CC1(C)CC(=O)C2=C(C1)Nc1ccccc1NC2c1ccc([N+](=O)[O-])cc1 (stereo not given)
32) CC1(C)CC(C)(O)N(Cc2ccccc2)C(=S)N1 (stereo not given)
33) O=[N+]([O-])c1ccccc1N(CC1CO1)S(=O)(=O)c1ccccc1 (stereo not given)
34) CC(CNC(=O)CCc1nnc2ccc(N3CCC4(CC3)OCCO4)nn12)c1ccccc1 (stereo not given)
35) CCc1cccc(CC)c1NC(=O)C1CCC(CNS(=O)(=O)c2cccc3nsnc23)CC1 (stereo not given)
36) COc1ccc(CNC(=O)CCS(=O)(=O)c2ccc3c(c2)NC(=O)C(C)S3)cc1 (stereo not given)

| entry no. | 31 | 32 | 33 | 34 | 35 | 36 |
| --- | --- | --- | --- | --- | --- | --- |
| Sm TGR block | nt | -27% | -8%[57.1 µM] | 0% | 10% | -1% |
| AmpC inh detg | nt | -1% | -1% | -2% | 1% | -14% |
| TbPYK inhibitor | 2% | -6% | -1% | -14% | 0% | 7% |
| LmPK inh | nt | -9% | 6% | 4% | nt | 0% |
| AMA1 RON2 block | -1% | -4% | -5% | -7% | nt | 0% |
| HCMV antiviral | 4 | -2 | -16 | -24 | 18 | 1 |
| AmpC inh no detg | nt | -14% | -6% | 53% | nt | -13% |

37) COc1ccccc1C(=O)Nc1cc(Cl)ccc1O
38) Cc1cc(OCC(O)CN2CCN(CCO)CC2)ccc1C(C)C (stereo not given)
39) CC1CCCC(C)N1C(=O)Cc1ccccc1 (stereo not given)
40) CCOc1ccccc1-n1nnnc1SCC(=O)N(C)C1CCS(=O)(=O)C1 (stereo not given)
41) CCC(O)C1CCN(Cc2cn(Cc3ccccc3)nc2-c2cc3ccccc3o2)CC1 (stereo not given)
42) CCCc1[nH]n(-c2ccc([N+](=O)[O-])cc2)c(=O)c1C=NCCc1c[nH]c2ccccc12
43) CC(=O)NC(=S)Nc1ccc(NC(=O)c2cccnc2Cl)cc1
44) Clc1ccc(-c2noc3ncnc(N4CCCCC4)c23)cc1
45) COc1cc(OC)cc(C(=O)N[C@H](C(=O)OCc2cc(=O)oc3cc(C)ccc23)C(C)C)c1

| entry no. | 37 | 38 | 39 | 40 | 41 | 42 | 43 | 44 | 45 |
| --- | --- | --- | --- | --- | --- | --- | --- | --- | --- |
| Sm TGR block | 0% | -4% | 5% | nt | 2% | 2% | -25% | -6% | 1% |
| AmpC inh detg | -12% | -9% | -13% | nt | 6% | ? | 7% | -3% | -1% |
| TbPYK inhibitor | -9% | 0% | 4% | 2% | 1% | 2% | -3% | -3% | 3% |
| LmPK inh | -8% | 2% | 2% | nt | 10% | -4% | 0% | nt | 0% |
| AMA1 RON2 block | -3% | 6% | 0% | 94%[activator] | -6% | -5% | -5% | nt | -8% |
| HCMV antiviral | 30 | -19 | 25 | 29 | -61* | 21 | 32 | -29 | 1 |
| AmpC inh no detg | -14% | 37% | -2% | nt | 169%[activator] | -35% | -13% | nt | 3% |
